S3 lipid droplet: qHTS Assay for Lipid Storage Modulators in Drosophila S3 Cells; Drosophila S3 cells, BODIPY lipid droplet fluorescence, 18-24 h; cells fed with added oleic acid; Potency in µM for hits, for the others lipid storage change, negative = inhibition, % at the top dose, mostly 46.1 µM; 320,000 tested, 0.64% active; AID 2685; active = well fitted inhibition curve with a large enough effect in the signal ratio, with a control signal flat, not every such curve was filed as active; inconclusive = small, poorly fitted or top-dose-only effect, or effect the other way, or a change in a side signal; the % refers to the signal ratio
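Drosophila S3 cells loaded with oleic acid (400 uM, as added) and compounds at several concentrations; lipid droplets imaged by 488-nm laser-scanning cytometry, 500–530 nm intensity and object ratio to cell channel. Percent activity normalized to 20 uM Triacsin C.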
S3 lipid droplet cell count max: recorded beside S3 lipid droplet, whose call it bears; cell number change, %; measured here: cell count max response;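 cells counted by Cell Tracker Red CMTPX staining in the red channel; peak over a dose series mostly up to 46.1 µM; percent activity relative to internal control wells on each plate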
* marks the source's active call; other numbers are inactive results. % is set by controls: 0 for no effect and ±100 for the full control effect; potency is the fitted concentration of half-maximal effect.

`O=C(NCc1cccnc1)c1c[nH]c2cc3c(cc2c1=O)OCCO3` gave S3 lipid droplet inconclusive.
Screening Cn1c(=O)[nH]c2sc3c(c2c1=O)CC(C)(C)OC3 returned S3 lipid droplet inconclusive.
COc1cccc(C(=O)/C(C#N)=N/Nc2cccc(-c3ccnc(C)n3)c2)c1 was read as S3 lipid droplet 7.9% and S3 lipid droplet cell count max -2.6.
For COC(=O)Nc1ccc2c(c1)N(C(=O)CCN1CCOCC1)c1ccccc1S2 the results were S3 lipid droplet inactive and S3 lipid droplet cell count max 17.5.
Screening Cc1ccc(S(C)(=O)=O)cc1C(=O)N1CC(C(N)=O)Oc2ccccc21 (configuration not stated) returned S3 lipid droplet inconclusive.
CN(C)CC(=O)N1CCc2ccccc2C1 was read as S3 lipid droplet 1.8% and S3 lipid droplet cell count max -13.4.
For COC(=O)C1=C(N)OC2=C(C(=O)CC(C)(C)C2)C1c1ccccc1OCC#N (configuration not stated) the results were S3 lipid droplet -9.8% and S3 lipid droplet cell count max -18.9.
For O=C1C2CCCN2C(=O)N1CCCCN1CCN(c2ccc(F)cc2)CC1 (configuration not stated) the results were S3 lipid droplet inconclusive.
Screening CCOC(=O)c1c(NC(=O)C(=O)N/N=C/c2ccc(O)c(OC)c2)sc2c1CCCCC2 returned S3 lipid droplet inconclusive.
CCN1CCN(C(c2ccccc2)c2sc3nc(C)nn3c2O)CC1 (configuration not stated) was read as S3 lipid droplet -5.7% and S3 lipid droplet cell count max 11.5.
Screening CC(C)OC(=O)c1cc2c(=O)[nH]c(C(Cl)(Cl)Cl)nc2o1 returned S3 lipid droplet 5.1% and S3 lipid droplet cell count max 0.0.
O=C(CSc1ncnc2c1cnn2-c1ccccc1)NC1CCS(=O)(=O)C1 (configuration not stated) was read as S3 lipid droplet 2.2% and S3 lipid droplet cell count max -10.9.
Screening CC(OC(=O)c1ccccc1NS(=O)(=O)c1cccc(C(F)(F)F)c1)C(=O)N(C)Cc1ccccc1 (configuration not stated) returned S3 lipid droplet -4.9% and S3 lipid droplet cell count max -20.0.
For Cc1ccc(NC(=O)CCN2C(=O)C3CC=CCC3C2=O)cc1Cl (configuration not stated) the results were S3 lipid droplet inconclusive.
`CCOC(=O)N1CCN(C(=O)C(CC(C)C)NS(=O)(=O)c2ccc(C)cc2)CC1` (configuration not stated) gave S3 lipid droplet inconclusive.
For CCOC(=O)c1ccc(NC(=O)c2cc(F)c(F)cc2Cl)cc1 the results were S3 lipid droplet inconclusive.
CCCN1CCC(NC(=S)Nc2ccc(OC)c(OC)c2)CC1 was read as S3 lipid droplet inconclusive.
Screening O=C(COC(=O)CCC(=O)c1ccc(Cl)cc1)NCc1ccco1 returned S3 lipid droplet inconclusive.
Screening CN(c1ccc(O)cc1)S(=O)(=O)c1ccc2ccccc2c1 returned S3 lipid droplet inconclusive.
`COc1ccccc1C(=O)NC(=O)COC(=O)CNC(=O)c1ccc(Cl)cc1Cl` gave S3 lipid droplet inconclusive.
`COc1cc(/C=N\NC(C)=O)ccc1OC/C=C/c1ccccc1` gave S3 lipid droplet inactive.
CCOc1ccc(C=NC23CN4CN(CN(C4)C2)C3)cc1 was read as S3 lipid droplet -12.4% and S3 lipid droplet cell count max 8.4.
For CC1(C)Cc2c(cnn2-c2ccccc2)C(NC(=O)CCCn2cncn2)C1 (configuration not stated) the results were S3 lipid droplet inactive and S3 lipid droplet cell count max -12.1.
Screening CCN(CC)C(=O)CN(c1cc2c(cc1OC)oc1ccccc12)S(=O)(=O)c1ccc(C)cc1 returned S3 lipid droplet inconclusive.
For COc1ccc(C(=O)Nc2nncs2)cc1S(=O)(=O)N1CCOCC1 the results were S3 lipid droplet inactive and S3 lipid droplet cell count max -4.5.
Cc1cc(NC(=O)c2ccc(Cl)cc2Cl)no1 was read as S3 lipid droplet inconclusive.
Screening COC(=O)CSc1nsc(SCC(=O)OC)n1 returned S3 lipid droplet inconclusive.
`Cc1sc(NC(=O)c2c(F)cccc2F)nc1-c1ccccc1` gave S3 lipid droplet inactive and S3 lipid droplet cell count max 39.9.
Screening O=C(NCc1ccccn1)Nc1ccccc1Cl returned S3 lipid droplet inconclusive.
O=C(Cc1ccc(S(=O)(=O)N2CCOCC2)s1)Nc1ccc(N2CCOCC2)cc1 was read as S3 lipid droplet inconclusive.
`COC(=O)c1cc(S(=O)(=O)Nc2cccc(-c3cnco3)c2)oc1C` gave S3 lipid droplet 3.7% and S3 lipid droplet cell count max 1.6.
Screening CCOC(=O)CN(C(=O)Cn1nnc2ccccc21)C(C(=O)NCCOC)c1ccccc1C (configuration not stated) returned S3 lipid droplet 10.4% and S3 lipid droplet cell count max 17.9.
CCOC(=O)N1CCN(C(=O)c2cc3ccccc3o2)CC1 was read as S3 lipid droplet inconclusive.
COc1nnc(-c2ccc(N3CCOCC3)c(NC(=O)c3ccc(C)cc3)c2)c2ccccc12 was read as S3 lipid droplet inconclusive.
Screening CC(OC(=O)/C(C#N)=C/c1ccc(N(C)C)cc1)C(=O)NCc1ccco1 (configuration not stated) returned S3 lipid droplet inconclusive.
Screening COc1cccc(CC(=O)NNC(=O)c2c(-c3ccccc3)noc2C)c1 returned S3 lipid droplet 10.0%.
For CCOC(=O)C1=C(COC(=O)CSc2ccc(C)cc2C)NC(=O)NC1C (configuration not stated) the results were S3 lipid droplet inconclusive.
For CC(C)Oc1ccc(C(=O)Nc2ccc(N(C)C)cc2)cc1 the results were S3 lipid droplet 15.9% and S3 lipid droplet cell count max 0.4.
`Cn1c2ccccc2c2cc(/C=N/NC(=O)c3ccccc3F)ccc21` gave S3 lipid droplet -25.4% and S3 lipid droplet cell count max -11.4.
`O=C(NCCOc1ccccc1)C1CCC(=O)N(CCc2ccc(Cl)cc2)C1` (configuration not stated) gave S3 lipid droplet inactive and S3 lipid droplet cell count max -1.2.
`CNCC(O)CN(c1ccccc1)c1ccccc1` (configuration not stated) gave S3 lipid droplet 23.7% and S3 lipid droplet cell count max 0.3.
Cc1sc2ncnc(N3CCN(Cc4ccccc4)CC3)c2c1-c1ccc(F)cc1 was read as S3 lipid droplet inconclusive.
For COc1cccc(OC)c1C(=O)NC(=S)Nc1cc(-c2nc3ccccc3[nH]2)ccc1Cl the results were S3 lipid droplet -14.6% and S3 lipid droplet cell count max -11.7.
Screening COc1ccc(NC(=O)CSc2nnnn2C2CCCC2)cc1 returned S3 lipid droplet 15.0% and S3 lipid droplet cell count max 9.3.
For O=C(Nc1cccc(S(=O)(=O)N2CCOCC2)c1)c1cn(-c2ccccc2)nc1-c1ccc(F)cc1 the results were S3 lipid droplet inconclusive.

Arranged by molecular weight (largest number first): 5 of the compounds above
For COc1cccc(OC)c1C(=O)NC(=S)Nc1cc(-c2nc3ccccc3[nH]2)ccc1Cl the results were S3 lipid droplet -14.6% and S3 lipid droplet cell count max -11.7.
Cc1sc2ncnc(N3CCN(Cc4ccccc4)CC3)c2c1-c1ccc(F)cc1 was read as S3 lipid droplet inconclusive.
Screening CC(OC(=O)/C(C#N)=C/c1ccc(N(C)C)cc1)C(=O)NCc1ccco1 (configuration not stated) returned S3 lipid droplet inconclusive.
`Cn1c2ccccc2c2cc(/C=N/NC(=O)c3ccccc3F)ccc21` gave S3 lipid droplet -25.4% and S3 lipid droplet cell count max -11.4.
Screening COc1ccc(NC(=O)CSc2nnnn2C2CCCC2)cc1 returned S3 lipid droplet 15.0% and S3 lipid droplet cell count max 9.3.

Going on with the list.
Screening Cn1c(CN2CCOCC2)nnc1SCC(=O)Nc1ccc([N+](=O)[O-])cc1O returned S3 lipid droplet inconclusive.
For O=C(Cc1ccc2c(c1)OCCO2)N1CCN(S(=O)(=O)c2ccccc2C(F)(F)F)CC1 the results were S3 lipid droplet 21.4% and S3 lipid droplet cell count max 26.9.
Screening O=C(N/N=C/c1coc2ccccc2c1=O)c1ccccc1 returned S3 lipid droplet -6.6% and S3 lipid droplet cell count max 5.0.
Screening C=CCn1c(N)c(C(=O)N2CCN(C)CC2)sc1=S returned S3 lipid droplet -1.3% and S3 lipid droplet cell count max -2.6.
For O=C(O)c1cc([N+](=O)[O-])ccc1NCCO the results were S3 lipid droplet -5.3% and S3 lipid droplet cell count max 0.6.
CC(=O)Nc1ccc(C=C(C(C)=O)C(C)=O)cc1 was read as S3 lipid droplet inconclusive.
`N/N=c1\sc2ccccc2n1-c1ccccc1` gave S3 lipid droplet 7.8% and S3 lipid droplet cell count max -18.2.
`C/C(=N\NC(=O)c1nnn(-c2nonc2N)c1-c1ccc2c(c1)OCO2)c1ccc(F)cc1` gave S3 lipid droplet inconclusive.
`O=C(COC(=O)c1cccc(Cl)c1Cl)NCc1cccs1` gave S3 lipid droplet inconclusive.
Screening Cc1sc2c(c1C)c(=O)n(-c1ccccc1)c1nncn21 returned S3 lipid droplet -1.9% and S3 lipid droplet cell count max -4.3.
For O=C(CSc1nnnn1Cc1ccccc1)Nc1cccc(F)c1 the results were S3 lipid droplet inconclusive.
`OCCC1CN(Cc2ccc3nsnc3c2)CCN1CCc1ccccc1` (configuration not stated) gave S3 lipid droplet inconclusive.
For CCOc1[nH]n(-c2ccccc2)c(=O)c1C=NCc1ccncc1 the results were S3 lipid droplet 7.2% and S3 lipid droplet cell count max 6.7.
Screening CCN(CC)C(=O)/C(=C\c1cccc([N+](=O)[O-])c1)NC(=O)c1ccco1 returned S3 lipid droplet inconclusive.
`O=C(c1cccs1)N1CCN(c2ccc(Cl)cc2)CC1` gave S3 lipid droplet inconclusive.

The last 2 compounds of the section above are carried over, then new ones follow.
Screening CCN(CC)C(=O)/C(=C\c1cccc([N+](=O)[O-])c1)NC(=O)c1ccco1 returned S3 lipid droplet inconclusive.
`O=C(c1cccs1)N1CCN(c2ccc(Cl)cc2)CC1` gave S3 lipid droplet inconclusive.
O=C(Oc1ccc(O)cc1)C12CC3CC(CC(C3)C1)C2 was read as S3 lipid droplet inconclusive.
`COC(=O)C(NC(=O)CNS(=O)(=O)c1ccc(Br)cc1)c1ccccc1` (configuration not stated) gave S3 lipid droplet inconclusive.
For COC(=O)C1=C(C)NC(=O)NC1c1ccco1 (configuration not stated) the results were S3 lipid droplet inconclusive.
Screening Cc1ccc2[nH]c(=O)c(CN(C(=O)c3cccs3)c3ccccc3)cc2c1 returned S3 lipid droplet inconclusive.
Screening COC(=O)Cc1c(O)ccn(Cc2ccc(F)cc2)c1=O returned S3 lipid droplet inconclusive.
COc1ccc(Cl)cc1C(=O)N1CCN=C1SC was read as S3 lipid droplet 7.5% and S3 lipid droplet cell count max 3.1.
COc1ccc(C2=NOC(Cn3nc(C(=O)NCC4CC4)cc3-c3ccccc3)C2)cc1 (configuration not stated) was read as S3 lipid droplet 7.0% and S3 lipid droplet cell count max -4.8.
Cc1c(NC(=S)NC(=O)c2cc3ccccc3o2)c(=O)n(-c2ccccc2)n1C was read as S3 lipid droplet inconclusive.
`COc1ccc2c(c1)[C@H]1[C@H](CO2)[C@H](c2ccccc2)[C@]2(C)C(=O)Nc3cc(F)c(F)cc3C(=O)N12` gave S3 lipid droplet inconclusive.
For COc1ccc2nc(N3C(=O)CC(Cc4cc(C)cc(C)c4)C3=O)sc2c1 (configuration not stated) the results were S3 lipid droplet -24.2% and S3 lipid droplet cell count max -13.5.
For COc1ccc(CC(=O)N2CCN(c3ccccc3OC)CC2)cc1OC the results were S3 lipid droplet inconclusive.
`O=S(=O)(Cc1ccccc1)N1CCC(N2CCN(c3ccccc3)CC2)CC1` gave S3 lipid droplet inconclusive.
Screening O=C(NCCCN1CCOCC1)c1cc(-c2ccc(O)cc2)on1 returned S3 lipid droplet inactive.
For COc1ccc(-c2ncncc2-c2ccc(OC)c(OC)c2)c(O)c1 the results were S3 lipid droplet inconclusive.
`O=C1NC2=C(C(=O)CCC2)C(c2ccccc2[N+](=O)[O-])N1` (configuration not stated) gave S3 lipid droplet inactive and S3 lipid droplet cell count max 0.4.

Entries shown so far that contain a nitro group on carbon:
Screening Cn1c(CN2CCOCC2)nnc1SCC(=O)Nc1ccc([N+](=O)[O-])cc1O returned S3 lipid droplet inconclusive.
For O=C(O)c1cc([N+](=O)[O-])ccc1NCCO the results were S3 lipid droplet -5.3% and S3 lipid droplet cell count max 0.6.
Screening CCN(CC)C(=O)/C(=C\c1cccc([N+](=O)[O-])c1)NC(=O)c1ccco1 returned S3 lipid droplet inconclusive.
`O=C1NC2=C(C(=O)CCC2)C(c2ccccc2[N+](=O)[O-])N1` (configuration not stated) gave S3 lipid droplet inactive and S3 lipid droplet cell count max 0.4.

New compounds follow:
`CC(=O)c1cccc(NC(=O)CNC(=O)c2cc3ccccc3o2)c1` gave S3 lipid droplet inconclusive.
`CC(C)C(=O)N1CCN(c2ccccc2NC(=O)Cc2ccc(Cl)cc2)CC1` gave S3 lipid droplet inconclusive.
Screening CCC(C)c1ccc(NC(=S)Nc2ccc(OC)cc2C)cc1 (configuration not stated) returned S3 lipid droplet inconclusive.
Screening COc1ccc(OCC(=O)Nc2ccc3c(c2)nc(CCN2CCOCC2)n3C)cc1 returned S3 lipid droplet inconclusive.
For CC(C)(C)C(=O)Nc1ccc(C(=O)NNC(=O)c2ccccc2)cc1 the results were S3 lipid droplet inconclusive.
COC(=O)c1sc2nc(CN3CCN(c4cccc(C(F)(F)F)c4)CC3)[nH]c(=O)c2c1C was read as S3 lipid droplet 2.8% and S3 lipid droplet cell count max 2.7.
For COc1cc2c(cc1OC)C(c1ccc(SC)cc1)CC(=O)N2 (configuration not stated) the results were S3 lipid droplet inconclusive.
COc1ccc(-c2nnc3ccc(SCC(=O)Nc4nccs4)nn23)cc1OC was read as S3 lipid droplet -1.1% and S3 lipid droplet cell count max -8.9.
For O=C(NCc1ccccc1Cl)c1ccc2c(=O)n(CC3CCCO3)c(=S)[nH]c2c1 (configuration not stated) the results were S3 lipid droplet inconclusive.
Screening O=C1C(Oc2ccccc2)C(c2cccs2)N1Cc1ccc2c(c1)OCO2 (configuration not stated) returned S3 lipid droplet inconclusive.

Screening data (PubChem BioAssay)

Not all compounds are listed; rates above refer to the full screens.
